# Screening results (PubChem BioAssay)
# HIF activator – HIF pathway transcriptional activation. AID 1910. U2OS HRE-luciferase reporter, luminescence; normalized: DMSO 0%, desferrioxamine 100%. 0.32% of 300,000 active. activation, % at 7.5 µM (by protocol);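 active = mean activation of at least 10% of the iron chelator positive control signal, with at least half of replicates also reaching 10%; inconclusive = mean and replicate majority disagree about reaching 10%; inactive = mean and most replicates under 10%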
# AI-2 QS modul – modulates the Vibrio harveyi AI-2 quorum sensing system | Vibrio harveyi JMH597 AI-2 luminescence/OD600 ratio, 9 h; hits give low values; strain lacks LuxN and CqsS sensors; 0 = neutral-control median | activity change, % at 7.5 µM | 0.4% of 300,000 active | AID 2094; in the data active = activity change below about -75%, passing the limit was not always enough; inconclusive = no clear call, values can overlap the other calls;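 note: luminescence divided by OD600 gain over 9 h not by final OD600 alone; inactives centre near 13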
# TRPC6 inh – mouse TRPC6 channel inhibition. Q61143. HEK293-TRPC6, membrane potential dye, ACh-evoked depolarization; hits give low values. B-score at 10 µM. 1.1% of 310,000 active. AID 2553;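 active = B-score under library mean minus 3 SD, initial fluorescence not abnormally high, positive integrated signal ratio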;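 note: B-score derived from integrated fluorescence ratio over the kinetic read; more negative B-score means stronger inhibition of depolarization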
# PolyA inhibitor – inhibitors of polyadenylation in S. cerevisiae. S. cerevisiae SKY197-pL101 polyadenylation reporter, beta-gal luminescence; efflux-impaired pdr1/pdr3 knockout yeast; score 100 = 6 SD above DMSO. 0.02% of 300,000 active. calls only at 12 µM;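 active = lowest replicate activity score at least 50, where 100 means six control SD above control mean; inconclusive = lowest score under 50 but half or more replicates reach 50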;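 note: yeast exposed to compound for 9 h at 30 °C; higher score means more reporter readthrough which indicates perturbed polyadenylation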
# MrgX1 allo act – human MrgX1 positive allosteric modulation, primary screen. Q96LB2. MrgX1-HEK293, Fluo-4 calcium flux, FDSS; hits give high values. B-score at 10 µM. 0.63% of 310,000 active. AID 588675;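 active = plate-corrected calcium response at least 3 library SD above typical, normal starting fluorescence, not activating the receptor alone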;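 note: compound read alongside a low EC10 to EC30 dose of BAM8-22 agonist; peak minus trough fluorescence over baseline measured at the second addition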
# TRPC4 act – opens the mouse TRPC4 cation channel | B-score at 10 µM | Q9QUQ5 | HEK293 TRPC4beta/mu-opioid, Fluo4 calcium fluorescence; hits give high values | 0.49% of 310,000 active | AID 2237;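 active = B-score above 5 SD of library B-scores, and initial fluorescence ratio not above library mean plus 5 SD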;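 note: positive B-score marks a calcium rise read as TRPC4 activation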
# Target sequence (Q9QUQ5 whole entry, looked up): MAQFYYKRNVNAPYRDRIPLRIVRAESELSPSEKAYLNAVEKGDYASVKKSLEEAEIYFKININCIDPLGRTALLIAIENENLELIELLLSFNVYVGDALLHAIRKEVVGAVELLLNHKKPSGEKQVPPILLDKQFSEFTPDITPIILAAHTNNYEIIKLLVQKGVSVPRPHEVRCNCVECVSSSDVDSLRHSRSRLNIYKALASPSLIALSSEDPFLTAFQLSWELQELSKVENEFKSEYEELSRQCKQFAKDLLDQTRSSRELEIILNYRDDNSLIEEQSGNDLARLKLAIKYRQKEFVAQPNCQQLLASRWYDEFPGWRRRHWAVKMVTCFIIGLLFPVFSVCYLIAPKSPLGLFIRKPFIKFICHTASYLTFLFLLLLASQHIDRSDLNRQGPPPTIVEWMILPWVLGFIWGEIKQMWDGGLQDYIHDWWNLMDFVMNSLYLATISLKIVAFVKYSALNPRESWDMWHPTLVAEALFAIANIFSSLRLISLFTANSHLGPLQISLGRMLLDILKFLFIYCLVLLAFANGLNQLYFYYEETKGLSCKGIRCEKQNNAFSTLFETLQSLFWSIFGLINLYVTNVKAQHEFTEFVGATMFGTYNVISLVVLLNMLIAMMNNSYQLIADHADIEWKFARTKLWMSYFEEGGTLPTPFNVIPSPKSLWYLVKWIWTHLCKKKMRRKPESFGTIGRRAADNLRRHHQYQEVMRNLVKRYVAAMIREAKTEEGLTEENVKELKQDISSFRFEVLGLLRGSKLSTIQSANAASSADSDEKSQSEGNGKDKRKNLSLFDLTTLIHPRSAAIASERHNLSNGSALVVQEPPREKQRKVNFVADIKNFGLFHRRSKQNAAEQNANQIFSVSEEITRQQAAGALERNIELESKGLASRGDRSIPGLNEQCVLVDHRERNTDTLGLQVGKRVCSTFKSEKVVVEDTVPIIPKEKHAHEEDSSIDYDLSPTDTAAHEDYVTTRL
#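 Assay system: HEK293 stable line with TRPC4beta plus mu-opioid receptor. Times: dye 45 min RT, read 110 s. Measured by: kinetic Fluo4 calcium fluorescence. Measure: B score of integrated ratio. Controls: assay buffer as low control, maximal DAMGO as high control.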
# TRPC4 potent – allosterically enhances the mouse TRPC4 cation channel; AID 2227; 0.42% of 310,000 active; HEK293 TRPC4beta/mu-opioid, DAMGO EC20, Fluo-4 Ca2+ flux; hits give high values; Q9QUQ5; B-score at 10 µM;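 active = B-score of calcium response area above 5 SD of library B-scores, with initial fluorescence ratio within 5 SD of library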;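 note: B-score of integrated fluorescence ratio over time as area under calcium response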
# MrgX1 antag – human MrgX1 receptor antagonism, primary screen; Q96LB2; MRGX1-HEK293 calcium flux, Fluo-4, BAM8-22 antagonism; hits give low values; B-score at 10 µM; 1.3% of 310,000 active;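 active = calcium-response B-score plate-corrected more than 3 library SD below zero, starting fluorescence within 5 deviations, no agonist response on first addition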;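 note: peak minus trough fluorescence over baseline after final BAM8-22 challenge near maximal dose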
# MrgX1 ag – agonists of human MrgX1 receptor; Q96LB2; MrgX1-HEK293 cells, Fluo-4 calcium fluorescence, agonist mode; hits give high values; B-score at 10 µM; 0.44% of 310,000 active;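 active = calcium response B-score plate-corrected fluorescence ratio at least 3 library SD, with starting fluorescence B-score inside 5 SD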
#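 Test system: HEK293 cells stably expressing human MrgX1 receptor; amount: 15,000 cells per well; doses: compound delivered in addition one of three; times: overnight plating before 1 h dye loading; detection: Fluo-4 NW calcium-flux fluorescence, kinetic read; read-out basis: B-scored fluorescence response ratio; controls: positive and negative controls per plate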
# TRPC6 activator – mouse TRPC6 channel activation; Q61143; HEK293-TRPC6 membrane potential dye fluorescence; hits give high values; B-score at 10 µM; 0.13% of 310,000 active;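 active = B-score of the integrated fluorescence ratio above library mean plus 3 SD, and starting fluorescence ratio within library mean plus 5 SD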;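 note: higher score means more depolarization so channel activation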
# TRPC4 inh – inhibitors of mouse TRPC4 channel | Q9QUQ5 | HEK293 TRPC4beta/mu-opioid, DAMGO-evoked Fluo4 calcium flux; hits give low values | B-score at 10 µM | 0.39% of 300,000 active | AID 2247;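 active = B-score over 3 SD under the library average, no early fluorescence shift, positive overall ratio signal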
#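 Assay system: HEK293 cells with stable TRPC4beta plus mu-opioid receptor expression; Probe or stimulus: DAMGO in two steps, submaximal then maximal; Dosing: single-point compound dosing; Measured by: Fluo4 calcium-dye fluorescence, kinetic read; Read-out basis: B score from integrated Fluo4 fluorescence ratio.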
# * marks the source's active call; other numbers are inactive results; i = inactive; u = inconclusive; x = no result given. Not all compounds are listed; rates above refer to the full screens.
Molecule	PolyA inhibitor	MrgX1 ag	TRPC4 potent	TRPC6 inh	TRPC6 activator	AI-2 QS modul	MrgX1 allo act	TRPC4 inh	MrgX1 antag	HIF activator	TRPC4 act
CCOc1cc2c(cc1OCC)-n1cccc1C(c1ccccc1OC)NC2 (centres undefined)	i	i	i	i	i	5.5	i	i	i	1.5	i
S=C(NCCc1ccccc1)NCCc1cnc[nH]1	i	i	i	i	i	-4.2	i	i	i	-0.9	i
C=CCn1c(O)c(C=Nc2c(C)n(C)n(-c3ccccc3)c2=O)c(=O)[nH]c1=O	i	i	i	i	i	10.4	i	i	i	-0.3	i
CN1C(=O)C(=Cc2ccccc2Oc2ccc(Cl)c(F)c2)C(=O)N(C)C1=O	i	i	i	i	i	-0.2	i	i	i	-0.3	i
CCOc1ccc(N2C(=O)/C(=C\c3cccs3)C(=O)NC2=S)cc1	i	i	i	i	i	-0.9	i	i	i	0.2	i
CCN1CCN(S(=O)(=O)c2ccc(Cl)nc2)CC1	i	i	i	i	i	15.3	i	i	i	-0.2	i
CN(C)CC1CSCCC1(O)c1ccc(C(F)(F)F)cc1 (centres undefined)	i	i	i	i	i	17.2	i	i	i	0.2	i
O=C(C1CCC(=O)N1Cc1ccc(F)cc1)N1CCC2(CC1)OCCO2 (centres undefined)	i	i	i	i	i	12.4	i	i	i	0.1	i
CC/C(=N\NC(=O)Nc1ccccc1)c1c(O)n(Cc2ccccc2)c(=O)[nH]c1=O	i	i	i	i	i	u	i	i	i	1.6	i
CC1CCC/C=C/C2CC(O)CC2C(O)/C=C/C(=O)O1 (centres undefined)	i	i	i	i	i	-5.2	i	i	i	-3.2	i
CCCCn1c(=O)c(C(=O)NCc2ccncc2)c(O)c2ccccc21	i	i	i	i	i	32.6	i	i	i	0.1	i
COc1ccc(C(=O)c2nc3ccccc3n2C(C)C)cc1	i	i	i	i	i	34.3	6.47*	i	i	0.2	i
COC(=O)C1(C(=O)O)Cc2cc([N+](=O)[O-])ccc2N2CCCC21 (centres undefined)	i	i	i	i	i	12.0	i	i	i	-1.2	i
COc1ccc(C2N3CC(C)(C)CN23)cc1 (centres undefined)	i	i	i	i	i	5.5	i	i	i	-1.3	i
CCOC(=O)c1c(C)n(Cc2ccccc2)c2ccc(OCC(O)Cn3nc(C)nc3C)cc12 (centres undefined)	i	i	i	i	i	6.3	i	i	i	-0.2	i
OC12Oc3ccccc3C=C1N1CCC2CC1 (centres undefined)	i	i	i	i	i	14.9	i	i	i	-0.4	i
COc1ccccc1/C=N/N=C(/N)N[N+](=O)[O-]	i	i	i	i	i	13.4	i	i	-7.7*	-0.2	i
O=C(Cn1ncc2ccccc21)N1CCC2(CC1)OCCO2	i	i	i	i	i	10.0	i	i	i	-0.2	i
CC1CN(O)C2CCc3nonc3C12O (centres undefined)	i	i	i	i	i	-5.9	i	i	i	-0.2	i
COc1ccc(OCC(=O)N2CCN(C3CCC(c4ccccc4)CC3)CC2)cc1 (centres undefined)	i	i	i	i	i	20.5	i	i	i	0.3	i
Cc1cc(/C=C2\C(=O)NC(=O)N(c3cccc(Br)c3)C2=O)c(C)n1C	i	i	i	i	i	30.5	i	i	i	-48.6	i
CC(C)N1CCN(Cc2c[nH]c3ccccc23)CC1CCO (centres undefined)	i	i	i	i	i	30.7	i	i	i	-1.0	i
CCOc1ccc(CNCCc2ccc3c(c2)OCO3)cc1	i	i	i	i	i	8.0	i	i	i	-0.1	i
CCOC(=O)C1(Cc2ccc(Cl)cc2)CCN(C(C)CCn2cccn2)CC1 (centres undefined)	i	i	i	i	i	13.0	i	-6*	i	0.0	i
c1ccc2c(NC3=NCCS3)cccc2c1	i	i	i	i	i	16.7	i	i	i	0.2	i
Cc1ccccc1N1CCN(Cc2ccc3c(c2)OCO3)CC1	i	i	i	i	i	8.7	i	i	i	0.5	i
O=C(Cc1ccccc1)Oc1ccccc1N1C(=O)CCC1=O	i	i	i	i	i	6.4	i	i	i	-0.5	i
C=CCC1(Nc2ccccc2)CC(C)N(C)CC1C (centres undefined)	i	i	i	i	i	x	i	i	i	-0.7	i
Clc1ccc(OCC#CCN2CCCCCC2)cc1	i	i	i	i	i	24.3	i	i	i	1.8	i
Cc1ccc(S(=O)(=O)NC(CC(=O)N2CCC3(CC2)OCCO3)c2ccco2)cc1 (centres undefined)	i	i	i	i	i	14.5	i	i	i	-0.7	i
CCN1CCN(c2cc(N3CCCC3)c([N+](=O)[O-])cc2F)CC1	i	i	17*	i	i	-0.1	i	i	i	-0.2	i
O=C(CCn1nc(-c2ccc(Cl)cc2)ccc1=O)N1CCC2(CC1)OCCO2	i	i	i	i	i	16.7	i	i	i	0.5	i
O=c1[nH]c(=S)[nH]c(O)c1CN1CCCCC1	i	i	i	i	i	-1.2	i	i	i	-5.8	i
c1ccc(C[n+]2ccccc2)cc1	i	i	i	i	i	19.8	i	i	i	-2.6	i
Cn1c(O)c(C=Nc2ccc3c(c2)CCC3)c(=O)n(C)c1=O	i	i	i	i	i	3.8	i	i	i	0.7	i
O=C(N/N=C\C1C(=O)NC(=S)N(c2ccccc2)C1=O)c1ccc(O)cc1 (centres undefined)	i	i	i	i	i	0.7	i	i	i	-0.1	i
Cc1c(C(=O)O)cc(-c2ccccc2)n1Cc1ccccc1	i	i	i	i	i	35.1	i	i	i	-2.2	i
Cc1ccc(-c2cc(-c3ccc(C)cc3)[n+](-c3ccc(C(=O)O)cc3)c(-c3ccc(C)cc3)c2)cc1	i	i	i	i	i	9.0	i	i	i	0.1	i
COc1ccccc1OCC(=O)Nc1ccc(Cl)cc1C(=O)c1ccccc1	i	i	i	i	i	6.3	i	x	i	0.2	i
O=P1(N(CCCl)CCCl)NCCCO1 (centres undefined)	i	i	i	i	i	5.0	i	i	i	0.1	i
OC(c1ccccc1)(c1ccc(Cl)cc1)C1CN2CCC1CC2 (centres undefined)	i	i	i	i	i	17.9	i	i	i	-0.4	i
Cc1oc(-c2ccccc2)nc1CN1C(=O)C(C)N=C(c2ccccc2F)c2cc(Cl)ccc21 (centres undefined)	i	i	i	i	i	34.8	i	i	i	-0.4	i
O=C1NC(=O)C(=Cc2cc([N+](=O)[O-])ccc2N2CCCCC2)C(=O)N1	i	i	i	i	i	30.1	i	i	i	-0.4	i
COc1ccc(C(=O)C23CN4CN(CN(C4)C2)C3)cc1	i	i	i	i	i	6.9	i	i	i	0.1	i
c1ccc2oc(N3CCNCC3)nc2c1	i	i	44*	i	i	14.8	i	i	i	-27.2	72*

# Quoted at random: 4 records from the list.
Molecule	PolyA inhibitor	MrgX1 ag	TRPC4 potent	TRPC6 inh	TRPC6 activator	AI-2 QS modul	MrgX1 allo act	TRPC4 inh	MrgX1 antag	HIF activator	TRPC4 act
COc1ccccc1OCC(=O)Nc1ccc(Cl)cc1C(=O)c1ccccc1	i	i	i	i	i	6.3	i	x	i	0.2	i
Cc1c(C(=O)O)cc(-c2ccccc2)n1Cc1ccccc1	i	i	i	i	i	35.1	i	i	i	-2.2	i
c1ccc(C[n+]2ccccc2)cc1	i	i	i	i	i	19.8	i	i	i	-2.6	i
O=C(N/N=C\C1C(=O)NC(=S)N(c2ccccc2)C1=O)c1ccc(O)cc1 (centres undefined)	i	i	i	i	i	0.7	i	i	i	-0.1	i

# The listing continues.
Molecule	PolyA inhibitor	MrgX1 ag	TRPC4 potent	TRPC6 inh	TRPC6 activator	AI-2 QS modul	MrgX1 allo act	TRPC4 inh	MrgX1 antag	HIF activator	TRPC4 act
N/C(=N\[N+](=O)[O-])N1CCN(C(=O)Oc2ccccc2)CC1	i	i	i	i	i	10.5	i	i	i	-1.5	i
CN(C)S(=O)(=O)c1cc(C(=O)N2CCC(C(=O)O)(c3ccccc3)CC2)ccc1Cl	i	i	i	i	i	30.4	i	i	i	-6.6	i
CN(C)C(=O)Oc1cccc(OCc2n(C)c3ccccc3[n+]2C)c1	i	i	i	i	i	27.0	i	i	i	0.3	i
COCCCNC(=O)Cn1cc(/C=C2\C(=O)NC(=O)N(c3ccccc3F)C2=O)c2ccccc21	i	i	i	i	i	18.8	i	i	i	0.6	i
CCN(CC)C(=O)c1ccc(NC(=S)NC(=O)CCc2ccccc2)cc1	i	i	i	i	i	27.7	i	i	i	-0.5	i
CC(C)(C)c1cc([N+](=O)[O-])cc(C(C)(C)C)c1O	i	i	i	i	i	28.4	i	i	i	-0.1	i
c1ccc(C2CC3CC4(CCCC4)N2O3)cc1 (centres undefined)	i	i	i	i	i	1.5	i	i	i	-0.1	i
Cc1ccccc1OP(N)(=O)Oc1ccccc1C	i	i	i	i	i	0.0	i	i	i	-0.7	i
Cc1ncc(CN2CCCC(C(=O)c3ccc(C(C)(C)C)cc3)C2)s1 (centres undefined)	i	i	i	i	i	-7.0	i	i	i	0.6	i
COc1ccc(CNCC(=O)N2CCC3(CC2)OCCO3)cc1	i	i	i	i	i	34.7	i	i	i	-0.3	i
CCOC(=O)C(O)(c1ccc(NC(=O)c2ccco2)c(OC)c1)C(F)(F)F (centres undefined)	i	i	i	i	i	15.5	i	i	i	-0.4	i
COc1ccc(-n2c(O)c(/C=C/C=Nc3ccccc3)c(=O)[nH]c2=O)cc1	i	i	i	i	i	12.4	i	i	i	-0.1	i
CC(=O)Nc1ccccc1OC(=O)N(C)C	i	i	i	i	i	22.2	i	i	i	-0.3	i
O=C1C(=O)c2cccc3cccc1c23	i	26.8*	i	i	i	39.1	i	i	i	-8.9	i
